GRK2 inh – compounds blocking aptamer binding on GRK2 – biochemical, human GRK2, bead flow cytometry, HTS, primary screen | Beta-adrenergic receptor kinase 1 (Homo sapiens), P25098 | FAM-aptamer displacement from GRK2 | inhibition of aptamer binding, % at 10 µM | 0.59% of 330,000 active;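 active means inhibition of aptamer binding above 40%, roughly 3 SD of noise, on plates passing a quality check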;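 further: median bead fluorescence of bound FAM aptamer so fluorescent compounds give negative values; no value below 0 was filed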
VLA-4 inh – inhibition in human VLA-4 binding assay, primary screen, VLA-4 allosteric modulator project, MLPCN library, flow cytometry, VLA-4 expressing cells; Integrin alpha-4 (Homo sapiens), P13612; ligand binding flow cytometry; inhibition, % (about 7 µM as worked out from the volumes in the protocol); 0.2% of 330,000 active; AID 2557, 2010; in the data active means inhibition above about 50%
Target sequence (P13612 whole entry, looked up): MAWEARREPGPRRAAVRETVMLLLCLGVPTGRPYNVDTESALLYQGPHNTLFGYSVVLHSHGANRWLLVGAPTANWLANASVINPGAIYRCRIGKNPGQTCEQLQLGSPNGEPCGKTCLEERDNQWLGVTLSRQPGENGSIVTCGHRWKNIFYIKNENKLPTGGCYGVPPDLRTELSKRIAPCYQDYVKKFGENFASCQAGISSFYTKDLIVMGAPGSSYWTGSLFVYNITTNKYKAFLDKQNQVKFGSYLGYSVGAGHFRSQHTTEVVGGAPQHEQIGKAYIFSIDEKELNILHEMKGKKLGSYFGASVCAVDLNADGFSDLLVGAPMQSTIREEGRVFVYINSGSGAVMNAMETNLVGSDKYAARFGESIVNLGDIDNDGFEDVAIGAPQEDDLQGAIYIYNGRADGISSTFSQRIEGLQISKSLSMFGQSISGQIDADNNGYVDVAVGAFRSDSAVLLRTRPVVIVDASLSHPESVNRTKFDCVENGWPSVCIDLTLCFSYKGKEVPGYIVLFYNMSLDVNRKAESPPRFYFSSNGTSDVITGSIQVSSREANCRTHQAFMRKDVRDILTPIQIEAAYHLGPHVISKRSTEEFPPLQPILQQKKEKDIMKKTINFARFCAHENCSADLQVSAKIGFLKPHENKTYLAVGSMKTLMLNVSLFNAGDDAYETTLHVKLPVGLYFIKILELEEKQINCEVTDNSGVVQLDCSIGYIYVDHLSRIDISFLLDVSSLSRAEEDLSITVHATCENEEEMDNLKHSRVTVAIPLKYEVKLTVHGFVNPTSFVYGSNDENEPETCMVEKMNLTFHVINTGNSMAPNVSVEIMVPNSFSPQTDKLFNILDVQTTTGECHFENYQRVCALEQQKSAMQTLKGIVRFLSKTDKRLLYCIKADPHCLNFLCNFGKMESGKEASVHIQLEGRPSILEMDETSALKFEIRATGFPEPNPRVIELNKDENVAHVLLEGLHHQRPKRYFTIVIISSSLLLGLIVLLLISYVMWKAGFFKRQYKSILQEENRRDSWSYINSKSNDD
MEP2 TOR yeast – modulators of MEP2-GFP levels in yeast, primary screen, S. cerevisiae, multiplex flow cytometry, MLPCN library; S. cerevisiae MEP2-GFP strain, 3 h; 100% = DMSO control level; GFP response vs DMSO, % at 10 µM; 0.51% of 330,000 active;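 active means GFP response versus DMSO above a set limit, roughly screen mean plus 3 SD, cut at about 180% in these data; inconclusive means fewer than 70 cells counted for a yeast strain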;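 further: median GFP fluorescence of the barcode-gated MEP2-GFP cells per well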
CIT2 TOR yeast – modulators of CIT2-GFP expression in yeast, primary screen, S. cerevisiae, GFP fusion, multiplex flow cytometry, MLPCN library | S. cerevisiae CIT2-GFP strain, 3 h; 100 means same as DMSO wells | 0.065% of 320,000 active | GFP response vs DMSO, % at 10 µM;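 active means GFP response relative to DMSO above a set limit, near the screen mean plus 3 SD, cut at about 150% in these data; inconclusive means Fewer than 70 cells measured for a yeast strain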;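 further: ratio of well median GFP fluorescence to mean of DMSO wells on the plate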
LAP4 TOR yeast – modulators of LAP4-GFP expression in yeast, primary screen, S. cerevisiae, multiplex flow cytometry, MLPCN library; 3 h; median GFP as percent of DMSO wells; GFP response vs DMSO, % at 10 µM; 0.34% of 320,000 active;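 active means GFP response vs DMSO above a set limit, about the screen mean plus 3 SD, cut at about 150% in these data; inconclusive means under 70 cell events counted for the yeast strain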
RPL19A TOR yeast – RPL19A-GFP expression modulators in yeast, primary screen, cell-based, S. cerevisiae, multiplex flow cytometry, MLPCN; S. cerevisiae RPL19A-GFP strain, 3 h; stronger effect = lower value; percent response vs DMSO, % at 10 µM; 0.3% of 330,000 active; AID 2025, 2009;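 active means percent response vs DMSO below 50%; inconclusive means fewer than 70 events counted for the yeast strain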;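 further: median channel GFP fluorescence of the barcoded RPL19A-GFP strain; ratio of sample median GFP to plate DMSO average so 100% = DMSO; lower means less RPL19A-GFP as with rapamycin TOR inhibition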
JMJD2C inh – inhibitors of GASC-1 histone demethylase, primary screen, biochemical, fluorescence, DELFIA europium. 0.069% of 330,000 active. AID 2099, 2009. Lysine-specific demethylase 4C (Homo sapiens), Q9H3R0. GST-JMJD2C(1-420) H3K9me3 demethylation. inhibition, % at 2.35 µM;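 active means more than half of a compound's replicate wells show inhibition beyond 50%, single wells judged on their own value; inconclusive means some, but no more than half, of replicates pass 50% inhibition; inactive means no replicate passes 50% inhibition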;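 further: signal counts dimethyl H3K9 product captured on neutravidin plate; 0% = median of DMSO wells and 100% = 0.3 times that DMSO median; strong numbers were not always called active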
AGP1 TOR yeast – modulators of AGP1-GFP expression in yeast TOR pathway, primary screen, cell-based, multiplex flow cytometry, S. cerevisiae, MLPCN library; 3 h; GFP as percent of DMSO wells; GFP response vs DMSO, % at 10 µM; 0.02% of 320,000 active; AID 2066, 2009;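 active means GFP response relative to DMSO above a set limit, near screen average plus 3 SD, cut at about 150% in these data; inconclusive means fewer than 70 cells counted for the yeast strain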;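 further: median GFP channel fluorescence of the gated AGP1 strain per well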
* marks the source's active call; other numbers are inactive results; ? = inconclusive; / = not tested or not shown; & = joins results of further samples; [ ] = remark or other dose. Some of the compounds tested; the hit share may differ from the screen's.

no.	structure	GRK2 inh	VLA-4 inh	MEP2 TOR yeast	CIT2 TOR yeast	LAP4 TOR yeast	RPL19A TOR yeast	JMJD2C inh	AGP1 TOR yeast
1	Cc1ccc2c(c1)C1CN(C)CCC1N2C(=O)COc1ccc(S(=O)(=O)N2CCOCC2)cc1 (configuration not stated)	0.0	20.4	104.6	104.7	98.3	97.9	17.4&-1.4	103.7
2	CC1OC(NCCc2ccccc2)C(O)C(O)C1O (configuration not stated)	0.0	4.3	100.2	91.5	105.1	99.9	3.6	99.4
3	O=c1c2ccccc2nc(N2CCCC2)n1-c1ccccc1	6.0	-9.2	104.5	96.8	104.4	98.1	1.1	101.5
4	COC(=O)C1=C(c2ccc(OC)c(OC)c2)C[C@@H]2CC[C@H]1N2C(=O)NCc1cc(C)oc1C(F)(F)F	3.0	-13.6	94.1	99.4	99.7	97.3	-4.1	101.4
5	COC(=O)[C@@H](N)CCCN=C(N)N[N+](=O)[O-]	2.0	-0.8	96.1	83.0	104.5	95.2	14.3&-40.1	88.7
6	COc1ccc(C2NCc3ccc4c(c3-n3cccc32)OCO4)cc1O (configuration not stated)	0.0	19.4	107.3	98.0	96.5	102.2	7.3	103.5
7	C=C[C@H]1CN2CC[C@H]1C[C@H]2[C@H](O)c1ccnc2ccccc12	4.0	2.7	97.9	85.7	122.3	98.9	/	87.8
8	c1cncc(C2CC(c3cccs3)n3ncnc3N2)c1 (configuration not stated)	0.0	-2.3	105.8	99.4	110.6	102.9	-19.4	101.6
9	O=P(NCc1ccccc1)(Oc1ccccc1)Oc1ccccc1	2.0	3.1	94.4	96.6	89.0	97.2	-5.6	96.7
10	CCOP(=O)(OCC)C(NC(=O)Cc1ccccc1)C(Cl)(Cl)Cl (configuration not stated)	2.0	19.6	117.6	105.7	105.7	108.3	6.0	106.2
11	CCC(=NCCCN1CCOCC1)c1c(O)n(-c2ccccc2C)c(=O)[nH]c1=O	0.0	0.6	98.3	104.3	106.3	98.3	9.3	106.0
12	N#C[C@H](O[C@@H]1O[C@H](CO[C@@H]2O[C@H](CO)[C@@H](O)[C@H](O)[C@H]2O)[C@@H](O)[C@H](O)[C@H]1O)c1ccccc1	12.0	-9.9	97.7	104.8	101.5	98.2	4.2	103.4
13	O=[As](O)(O)c1ccc(N=Nc2ccc(O)cc2)cc1	0.0	-2.0	103.5	96.8	88.7	103.6	-3.4	95.5
14	Cc1nn(-c2ccccc2)c2c1C(c1ccc3c(c1)OCO3)SCC(=O)N2 (configuration not stated)	26.0	25.5	104.4	97.6	102.1	99.3	-5.9	100.5
15	O=c1[nH]c(=O)n(C2CCCCC2)c(O)c1/C=N/N1CCCCC1c1cccnc1 (configuration not stated)	2.0	3.1	100.5	104.3	106.7	100.7	-3.2	103.1
16	N#CCCn1cc(C(=O)NCc2ccccc2)c(-c2ccccc2)n1	0.0	12.4	98.5	105.0	105.6	100.9	13.6	108.3
17	COc1ccccc1OCCCn1cc(C(=O)c2ccco2)c2ccccc21	4.0	-12.7	105.9	96.7	105.0	97.6	0.6	107.0
18	N#CC(c1cccnc1)N1CCOCC1 (configuration not stated)	0.0	10.0	112.7	118.4	104.0	111.7	-8.1	110.5
19	OC(c1ccc(F)cc1)C(c1ccccc1)N1CCOCC1 (configuration not stated)	1.0	7.4	105.9	98.2	95.1	96.7	12.8	101.1
20	CN1C(=O)NC(=O)[C@]2(Cc3ccccc3N3CCN(c4ccccc4)CC32)C1=O (some centres not stated)	3.0	-10.5	101.9	101.1	100.7	99.7	11.2	98.2
21	O=C1CN=C(c2ccccc2)c2ccccc2N1	0.0	-9.2	99.8	96.4	92.8	103.2	-1.0	98.9
22	CCNC(=O)C1OC(n2cnc3c(N)ncnc32)C(O)C1O (configuration not stated)	0.0	-7.6	101.2	103.3	102.3	101.5	8.2	106.0
23	CN1C(=O)C(=Cc2cc([N+](=O)[O-])ccc2N2CCCCC2)C(=O)N(C)C1=O	0.0	4.1	99.7	96.7	114.0	96.7	7.0	103.2
24	CCC(=O)c1ccc(OCC(=O)N2CCN(CC(=O)Nc3ccc(C)cc3)CC2)cc1	0.0	9.6	100.1	98.0	97.8	98.4	-6.7	102.3
25	O=C(NCc1cccnc1)C(Cl)(Cl)Cl	0.0	-4.3	105.8	105.3	88.2	100.6	-5.1	95.6
26	CCCCNC(=S)N1CCn2cccc2C1c1cccnc1 (configuration not stated)	0.0	11.5	105.4	101.4	105.1	98.6	13.8	97.3
27	CCCCCCn1c(O)c(C=NC2CCN(Cc3ccccc3)CC2)c(=O)[nH]c1=O	0.0	-7.1	110.7	114.6	110.1	109.9	-0.8	114.2
28	O=c1[nH]c(CN2CC=C(c3ccccc3)CC2)nc2scc(-c3cccs3)c12	2.0	-15.2	105.3	98.3	106.8	101.0	0.4	100.8
29	CC/C(=N\N1CCCCCC1)c1c(O)n(-c2ccccc2C)c(=O)[nH]c1=O	0.0	19.6	98.0	99.8	90.3	100.4	3.2	97.5
30	C[C@]12CC[C@@H](O)C[C@@H]1CC[C@@H]1[C@@H]2CC[C@]2(C)C(=O)CC[C@@H]12	0.0	-5.7	98.6	66.6	144.8	100.8	-5.1&6.0	86.0

Reprinted from the part before: two compounds, then new ones.
no.	structure	GRK2 inh	VLA-4 inh	MEP2 TOR yeast	CIT2 TOR yeast	LAP4 TOR yeast	RPL19A TOR yeast	JMJD2C inh	AGP1 TOR yeast
29	CC/C(=N\N1CCCCCC1)c1c(O)n(-c2ccccc2C)c(=O)[nH]c1=O	0.0	19.6	98.0	99.8	90.3	100.4	3.2	97.5
30	C[C@]12CC[C@@H](O)C[C@@H]1CC[C@@H]1[C@@H]2CC[C@]2(C)C(=O)CC[C@@H]12	0.0	-5.7	98.6	66.6	144.8	100.8	-5.1&6.0	86.0
31	CCCCn1c(=O)c(C=Nc2cccnc2Cl)c(O)n(CCCCl)c1=O	1.0	2.5	100.8	93.7	90.5	101.4	14.1	99.0
32	Fc1ccc(CNCCc2ccccc2F)cc1	1.0	1.3	95.9	99.9	90.5	104.3	-2.6	98.0
33	Cc1ccc(/C=C2\C(=O)NC(=S)N(c3ccc(F)cc3)C2=O)o1	29.0	0.3	90.8	97.9	112.1	100.8	-2.8	93.8
34	CCn1c(O)c(C=NCc2ccccc2)c(=O)[nH]c1=S	0.0	-3.5	103.9	107.1	90.3	106.0	-4.7	104.1
35	NC(N)=N/N=C/c1ccc(N2CCOCC2)cc1	0.0	12.8	100.3	75.2	91.0	98.2	-1.6	96.7
36	COC(=O)C1=C(c2ccc(F)cc2F)C[C@@H]2CC[C@H]1N2C(=O)NCc1ccc(F)cc1	4.0	23.2	97.1	101.8	92.8	95.9	/	99.5
37	Cc1ccc2c(c1)C1CN(C)CCC1N2C(=O)/C(C#N)=C/c1ccc2c(c1)OCO2 (configuration not stated)	0.0	9.3	104.4	95.6	96.7	106.2	0.9	100.0
38	COc1ccc2c(c1)[C@]13CCCCC1C(C2)N(C)CC3 (some centres not stated)	2.0	25.0	?	?	?	?	9.0	80.0[may fluoresce red and violet]
39	COC12CCC3(CC1C(C)(O)C(C)(C)C)[C@H]1Cc4ccc(O)c5c4[C@@]3(CCN1CC1CC1)C2O5 (some centres not stated)	1.0	9.4	94.3	87.7	95.6	90.9	/	88.9
40	O=c1[nH]c(=S)n(-c2ccccc2Cl)c(O)c1C=NCCN1CCNCC1	6.0	-0.4	110.0	97.2	98.3	108.9	7.8	98.3
41	COc1cc(OC)c(OC)cc1/C=C1/C(=O)NC(=O)N(Cc2ccccc2)C1=O	4.0	13.6	92.5	92.9	103.7	97.6	6.1	99.6
42	CCC(=O)c1cn(Cc2ccccc2)c2ccccc12	1.0	34.3	99.5	94.0	100.6	98.4	42.1	96.1
43	COC(=O)C1=C(c2cc3ccccc3o2)C[C@@H]2CC[C@H]1N2C(=O)NCc1ccccc1	1.0	-10.4	96.1	87.8	113.1	103.9	-2.6	89.4
44	c1ccc(NC2=NCCCS2)cc1	1.0	-5.1	111.2	104.8	86.4	108.3	2.2	102.2
45	COC(=O)C1=C(c2ccc(F)cc2OCc2ccccc2)C[C@@H]2CC[C@H]1N2C(=O)NCc1ccc(OC)cc1	3.0	-6.8	98.0	98.7	99.7	97.1	-4.5	101.1
46	Cc1ccc(Cn2cc(C=O)c3ccccc32)cc1	0.0	7.1	109.7	100.0	109.7	104.2	-3.2	101.5
47	CCOP(=O)(OCC)C(NC(C)=O)C(Cl)(Cl)Cl (configuration not stated)	0.0	25.5	97.3	92.2	95.8	92.0	21.0	93.9
48	Cn1c(O)c(C=Nc2ccc(Cl)cc2)c(=O)n(C)c1=O	2.0	16.3	94.4	68.3	97.2	69.6	7.0	72.5
49	O=C(O)C1C2CCC(O2)C1C(=O)NC1CCCCC1 (configuration not stated)	3.0	3.0	97.1	90.5	107.0	102.7	-3.4	120.4
50	CCC(=NC1CC1)c1c(O)n(-c2ccc(OC)cc2)c(=O)[nH]c1=O	2.0	1.0	106.9	107.3	102.7	104.8	-44.8	104.6
51	Cc1nc2ccc(Br)cc2c(=O)n1-c1ccc([N+](=O)[O-])c(C(F)(F)F)c1	0.0	8.6	103.1	96.9	100.6	98.7	7.0	96.3
52	CC(C)OP(=O)(O)NC(=O)c1ccccc1	0.0	6.3	96.0	93.6	91.2	97.2	3.2	94.5
53	CC(O)(CS(=O)(=O)c1ccccc1)C(=O)Nc1cccc(C(F)(F)F)c1 (configuration not stated)	0.0	0.0	107.7	97.5	96.6	103.1	25.8	104.5
54	Cc1ccccc1Cc1c(C)nc2nc(SCC(=O)N3CCC4(CC3)OCCO4)nn2c1C	2.0	6.2	99.9	98.1	101.3	98.5	7.2	/

Assay outcomes: PubChem BioAssay, several laboratories
